# Pf apPOL block – Pf-apPOL DNA polymerase inhibition; Recombinant Pf-apPOL, molecular beacon fluorescence, 1.5 h; inhibition, % at 10 µM; hit rate 0.25% among 210,000
# mHTT-CaM PPI inh – disrupts binding of mutant huntingtin to calmodulin; P42858; hit rate 3.6% among 190,000; inhibition, % at 15 µM; AID 1671202; AlphaScreen His-mHTT/GST-CaM binding, luminescence;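 note: 0% = both proteins with DMSO and 100% = one protein alone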
# Target sequence (P42858 whole entry, looked up, stated change not applied): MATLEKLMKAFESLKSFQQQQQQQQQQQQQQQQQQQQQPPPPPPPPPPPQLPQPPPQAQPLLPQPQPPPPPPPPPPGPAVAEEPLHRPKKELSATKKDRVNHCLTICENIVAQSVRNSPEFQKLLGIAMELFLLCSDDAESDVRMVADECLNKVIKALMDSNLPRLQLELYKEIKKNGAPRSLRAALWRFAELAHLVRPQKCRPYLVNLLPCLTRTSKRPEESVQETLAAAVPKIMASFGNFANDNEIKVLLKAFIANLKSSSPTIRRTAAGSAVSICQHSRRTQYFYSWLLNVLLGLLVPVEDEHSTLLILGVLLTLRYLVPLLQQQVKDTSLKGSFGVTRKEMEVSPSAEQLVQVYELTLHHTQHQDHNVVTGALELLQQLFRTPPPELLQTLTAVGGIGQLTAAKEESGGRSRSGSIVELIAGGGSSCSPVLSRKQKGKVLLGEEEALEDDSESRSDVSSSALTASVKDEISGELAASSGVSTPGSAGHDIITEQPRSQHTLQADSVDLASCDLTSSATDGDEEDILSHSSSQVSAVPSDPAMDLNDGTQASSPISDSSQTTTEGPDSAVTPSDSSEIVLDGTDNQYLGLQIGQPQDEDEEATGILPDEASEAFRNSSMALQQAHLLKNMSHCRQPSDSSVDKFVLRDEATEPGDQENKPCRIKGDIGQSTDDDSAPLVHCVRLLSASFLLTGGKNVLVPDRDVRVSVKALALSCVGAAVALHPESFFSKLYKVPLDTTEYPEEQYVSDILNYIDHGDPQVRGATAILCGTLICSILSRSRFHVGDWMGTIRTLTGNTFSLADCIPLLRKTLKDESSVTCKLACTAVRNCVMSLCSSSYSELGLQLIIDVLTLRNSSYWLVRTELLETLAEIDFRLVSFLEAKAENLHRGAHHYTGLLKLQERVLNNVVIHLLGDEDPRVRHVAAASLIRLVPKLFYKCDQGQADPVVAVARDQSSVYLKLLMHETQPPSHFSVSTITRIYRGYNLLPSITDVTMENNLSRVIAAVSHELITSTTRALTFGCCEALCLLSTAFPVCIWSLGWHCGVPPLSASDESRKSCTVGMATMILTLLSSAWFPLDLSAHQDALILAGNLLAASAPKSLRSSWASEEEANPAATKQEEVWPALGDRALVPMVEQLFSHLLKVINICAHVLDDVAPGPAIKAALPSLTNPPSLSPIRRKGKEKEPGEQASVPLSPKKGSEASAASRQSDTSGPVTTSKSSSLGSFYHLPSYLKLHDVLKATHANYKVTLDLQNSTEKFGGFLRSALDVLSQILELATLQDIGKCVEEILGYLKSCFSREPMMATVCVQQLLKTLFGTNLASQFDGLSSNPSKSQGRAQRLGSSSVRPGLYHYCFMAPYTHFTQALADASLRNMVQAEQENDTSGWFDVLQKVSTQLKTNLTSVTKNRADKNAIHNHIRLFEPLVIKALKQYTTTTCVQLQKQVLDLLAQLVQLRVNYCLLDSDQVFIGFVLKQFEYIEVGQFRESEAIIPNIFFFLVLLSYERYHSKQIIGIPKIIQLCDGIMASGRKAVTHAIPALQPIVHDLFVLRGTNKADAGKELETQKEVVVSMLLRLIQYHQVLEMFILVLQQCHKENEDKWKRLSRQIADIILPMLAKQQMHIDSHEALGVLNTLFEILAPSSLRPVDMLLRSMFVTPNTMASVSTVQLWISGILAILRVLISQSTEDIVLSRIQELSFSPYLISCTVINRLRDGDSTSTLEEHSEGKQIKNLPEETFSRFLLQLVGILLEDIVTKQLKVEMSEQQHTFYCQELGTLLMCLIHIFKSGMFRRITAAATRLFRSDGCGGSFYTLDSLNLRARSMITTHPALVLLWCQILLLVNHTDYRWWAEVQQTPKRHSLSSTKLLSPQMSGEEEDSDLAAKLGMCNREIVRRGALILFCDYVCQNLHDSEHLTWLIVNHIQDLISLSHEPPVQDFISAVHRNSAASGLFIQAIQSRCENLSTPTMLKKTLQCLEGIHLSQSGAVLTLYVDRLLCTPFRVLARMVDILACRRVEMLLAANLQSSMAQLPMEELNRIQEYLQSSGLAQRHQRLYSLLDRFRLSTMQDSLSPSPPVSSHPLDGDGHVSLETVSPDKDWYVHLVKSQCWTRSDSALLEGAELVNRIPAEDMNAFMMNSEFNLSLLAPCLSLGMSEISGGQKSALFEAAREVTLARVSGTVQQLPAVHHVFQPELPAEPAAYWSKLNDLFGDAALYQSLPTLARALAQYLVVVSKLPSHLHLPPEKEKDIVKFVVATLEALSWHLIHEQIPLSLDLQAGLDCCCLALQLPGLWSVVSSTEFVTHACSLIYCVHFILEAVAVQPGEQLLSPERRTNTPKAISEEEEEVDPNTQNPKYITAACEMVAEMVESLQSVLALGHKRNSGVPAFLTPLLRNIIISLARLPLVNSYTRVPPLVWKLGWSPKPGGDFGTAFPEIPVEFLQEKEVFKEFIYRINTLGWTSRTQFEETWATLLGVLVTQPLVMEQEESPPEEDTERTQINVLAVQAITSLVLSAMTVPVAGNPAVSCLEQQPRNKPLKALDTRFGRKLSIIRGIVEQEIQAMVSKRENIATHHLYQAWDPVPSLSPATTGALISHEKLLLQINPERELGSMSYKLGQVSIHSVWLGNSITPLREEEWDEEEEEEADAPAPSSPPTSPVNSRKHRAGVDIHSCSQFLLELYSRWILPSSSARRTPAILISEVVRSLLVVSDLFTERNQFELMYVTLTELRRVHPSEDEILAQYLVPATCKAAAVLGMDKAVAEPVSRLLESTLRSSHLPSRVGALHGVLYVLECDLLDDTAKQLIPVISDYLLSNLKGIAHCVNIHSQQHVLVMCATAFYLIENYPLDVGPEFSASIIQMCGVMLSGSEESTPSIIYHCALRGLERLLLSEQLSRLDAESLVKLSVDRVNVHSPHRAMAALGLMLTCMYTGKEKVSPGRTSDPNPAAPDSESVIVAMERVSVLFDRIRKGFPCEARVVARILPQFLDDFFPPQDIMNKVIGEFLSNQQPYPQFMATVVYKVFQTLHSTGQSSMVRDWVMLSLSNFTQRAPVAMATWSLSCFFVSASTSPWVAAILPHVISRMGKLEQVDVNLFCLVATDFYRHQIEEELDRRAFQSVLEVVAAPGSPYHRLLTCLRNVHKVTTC
# Active calls of the source: *; · = not tested or not shown. Cut-off read from the data, not from the text of the source: active = inhibition above about 50%; inactive = the rest. These rows are one share of the data, so the mix of outcomes need not match the whole.
canonical_smiles | Pf apPOL block | mHTT-CaM PPI inh
Cc1ccccc1-c1cc(=O)c2cc(N)ccc2o1 | -13 | -2
O=C(Nc1ccc2ccccc2n1)c1cc(Cl)sc1Cl | -13 | ·
Cc1noc(C)c1S(=O)(=O)N1CCc2[nH]ncc2C1 | 0 | 3
CCCn1c(-c2ccc(S(=O)(=O)N3CCOCC3)cc2)csc1=Nc1ccccc1 | -8 | 18
COc1ccc(C=C2Oc3cc(OC(=O)C4CC4)cc(C)c3C2=O)c(OC)c1OC | -1 | -9
O=C(NCCc1cccnc1)C1CCc2sc(C(=O)N3CCOCC3)cc2C1 (stereo not given) | -3 | 3
O=C(Cc1cc(-c2cc3ccccc3o2)on1)Nc1nccs1 | 3 | -3
Cc1cc(C)c(NC(=O)c2ccccc2[N+](=O)[O-])c(C)c1 | 8 | -3
CCc1c(C2CCN(C(=O)c3ccsc3)CC2)noc1N | -2 | -9
Cc1ccc(N=Cc2c(C)[nH]n(-c3cccc(Cl)c3)c2=O)cc1 | -2 | 9
O=C(NCCN1CCOCC1)C1CC(c2ccccc2F)=NO1 (stereo not given) | 0 | -8
Cc1cccc(OCC(=O)N2CCN(c3ccc(F)cc3)CC2)c1C | -3 | 24
COc1cc2c(cc1OC)C(c1ccccc1)NC(=O)C2 (stereo not given) | -9 | -4
Cc1ccc(NC(=O)C2CC=CCC2C(=O)O)c(Br)c1 (stereo not given) | -12 | -1
COc1ccc(N2C(=O)C3CCCN3C2c2sccc2C)cc1Cl (stereo not given) | -7 | 11
O=C(CSc1nc2ccc([N+](=O)[O-])cc2s1)Nc1c(Cl)cccc1Cl | -6 | 11
Cc1ccc(Nc2nccc(C3CCCN(C(=O)C(C)(C)C)C3)n2)cc1 (stereo not given) | -3 | 39
CCCNS(=O)(=O)c1cc2n(c1)CCCNC2=O | -3 | -5
CC(C)Oc1ccc(CNC(=O)c2ccc3c(c2)nc2n3CCCC2)cc1 | 0 | 21
COc1ccccc1N1CCN(C(=O)C2CCN(C(=O)c3cccc(Cl)c3)CC2)CC1 | -6 | 20
C=CCn1c(CSc2nc3ccccc3s2)nnc1SCC(=O)NCCO | -9 | 0
O=c1cc(C(F)(F)C(F)F)oc2ccccc12 | 7 | 3
CC(C)NC(=O)Nc1ccc(Oc2cccc(F)c2)nc1 | -4 | -4
NC(=NOC(=O)c1ccc(OCC(F)(F)F)nc1)c1ccc(OC(F)(F)F)cc1 | 1 | ·
CCCCOc1ccc(N2C(=O)CC(NCc3ccc(S(N)(=O)=O)cc3)C2=O)cc1 (stereo not given) | -2 | 0
CC(C)c1cc(C2CCCN2C(=O)c2c(F)cccc2Cl)no1 (stereo not given) | 1 | -5
COc1ccc(/C=C2N=C(/C=C/c3ccccc3)OC\2=O)cc1 | -4 | 1
CN1c2ccccc2C(=O)NC12CCN(C(=O)Nc1ccccc1Cl)CC2 | -3 | -11
Cc1ccc2nc(-c3ccccc3F)c(NC(=O)C(C)C)n2c1 | 5 | -3
COc1ccc(N2C(=O)CCS2(=O)=O)cc1S(=O)(=O)N1CCOCC1 | 0 | -2
O=C1c2cc(N3CCC4(CC3)OCCO4)c([N+](=O)[O-])cc2C(=O)N1c1cccc2c1CCCC2 | -5 | 15
Cc1cccc2nnc(N3CCCC(C(=O)NCc4cc(F)cc(F)c4)C3)n12 (stereo not given) | -7 | 20
O=C(Nc1nc2c(s1)COCC2)c1cnccn1 | -6 | 6
O=C1NC2(CCN(Cc3ccc(F)cc3)CC2)N=C1c1cccc(F)c1 | -9 | 20
Cc1c2c(n(Cc3ccc(F)c(F)c3)c1C(=O)NCc1cccnc1)CCCC2 | 5 | -5
N#Cc1c(C(F)(F)F)cc(-c2cccs2)nc1SCC(=O)NC1CC1 | -1 | -2
Cc1ccc(/C=C2\N=C(c3cccc(C)c3)OC2=O)cc1 | -3 | -1
Cc1ccc(-n2cc(C(=O)NCc3ccc(Cl)cc3)nn2)cc1 | -1 | -10
c1ccc2c(c1)Cc1cc(CN3CCOCC3)ccc1-2 | -8 | 3
O=C(Cc1ccc(F)cc1)N1CCCCC1c1nncn1CC1CC1 (stereo not given) | -4 | -2
Cc1cccc(N2CCN(C(=O)c3ccccc3C)C(C)C2=O)c1 (stereo not given) | 1 | 12
O=C(Nc1cc(Cl)cc(Cl)c1)c1cc(S(=O)(=O)NCCc2ccccc2)ccc1F | -8 | 49
Cc1cc(C)cc(N2CC(C(=O)NCc3cccc(C(F)(F)F)c3)CC2=O)c1 (stereo not given) | 0 | -8
CCCN(c1nc(C)c(Br)c(OC)n1)S(=O)(=O)c1ccc(C)cc1 | -2 | -52
O=S(=O)(c1ccc(C2CCCCC2)cc1)N1CCC(N2CCOCC2)CC1 | 0 | 12

# Another view of some results above.
SMILES: O=C1NC2(CCN(Cc3ccc(F)cc3)CC2)N=C1c1cccc(F)c1
  Pf apPOL block = -9
  mHTT-CaM PPI inh = 20

SMILES: Cc1c2c(n(Cc3ccc(F)c(F)c3)c1C(=O)NCc1cccnc1)CCCC2
  Pf apPOL block = 5
  mHTT-CaM PPI inh = -5

SMILES: N#Cc1c(C(F)(F)F)cc(-c2cccs2)nc1SCC(=O)NC1CC1
  Pf apPOL block = -1
  mHTT-CaM PPI inh = -2

# Other results follow.
canonical_smiles | Pf apPOL block | mHTT-CaM PPI inh
CC(NC(=O)c1cc2n(n1)C(C(F)(F)F)CC(c1ccccc1)N2)c1ccccc1 (stereo not given) | -10 | 2
C#CCN(C)S(=O)(=O)c1ccc(N2CCCC2)cc1Br | -4 | -14
CCN1C(=O)c2cccnc2Sc2cc(NC(=O)Cc3ccccc3C)ccc21 | -10 | 12
O=C(O)C1CNC(C(=O)O)C1 (stereo not given) | -6 | ·
Cc1c(-c2noc(-c3ccccc3F)n2)nnn1Cc1ccc(F)cc1 | -1 | -12
COc1ccccc1NC(=O)N1CCC(CNS(=O)(=O)c2cc(C)ccc2C)CC1 | -6 | -4
COc1ccc(C2C(C#N)=C(N)Oc3cc(N)ccc32)cc1Br (stereo not given) | -9 | 23
C=CCn1cc(C=C2C(=O)OC3(CCCC3)OC2=O)c2ccccc21 | -12 | -9
CC(C)N1CCN(C(=O)c2ccc(-c3ccnc(N4CCCC4)n3)cc2)CC1 | -12 | 15
COc1cccc(CNC(=O)N2CCCC2c2cccc(C)c2)c1 (stereo not given) | -2 | 0
CN(C)c1ccc(C(=O)N2CCCC(COc3ccc(C(=O)NC4CC4)cc3)C2)cc1 (stereo not given) | 0 | 10
COc1ccc(N2CC(C(=O)NCc3ccccc3F)CC2=O)cc1 (stereo not given) | -6 | 3
N#Cc1ccc(C(=O)N2CCN(c3ncnc4c3CCC4)CC2)cc1 | -2 | -10
NC(COc1ccc(Cl)cc1Cl)=NOC(=O)Nc1ccc(Cl)cc1 | -5 | ·
C=CCn1c(=O)c2c(ncn2Cc2ccc(F)c(F)c2)n(-c2ccc(F)cc2)c1=O | 0 | -3
CN(C(=O)/C=C/c1ccc2c(c1)OCO2)C(C(=O)Nc1ccc2c(c1)OCO2)c1ccccc1 (stereo not given) | -6 | 42
Cc1cc(C(=O)NCc2cccnc2-c2ccc(F)cc2)no1 | -1 | -5
CC1(C)N=C(c2ccccc2)C(=O)N1CC(=O)Nc1ccc(F)cc1 | -5 | -3
COc1ccc(C2C(C(=O)Nc3ccc(C)cc3C)=C(C)Nc3ncnn32)cc1 (stereo not given) | -3 | 8
O=C(COc1cccc(Cl)c1)Nc1ccc([N+](=O)[O-])cc1 | -2 | -5
Cc1ccc(N2CC(C(=O)Nc3cc(C(F)(F)F)ccc3Cl)CC2=O)cc1C (stereo not given) | 5 | -1
O=C(Nc1ccc(N2CCCN(Cc3ccccn3)CC2)nc1)c1ccccc1F | -7 | 20
O=C(c1cc2cn(C3CC3)cc2s1)N1CCN(Cc2ccc3c(c2)OCO3)CC1 | -3 | 63*
c1ccc(-n2cnnc2C2CCCN(Cc3cccnc3)C2)cc1 (stereo not given) | 3 | 2
Cc1cc(O)c(C=Nc2ccc3oc(-c4cccnc4)nc3c2)cc1C | -3 | 1
CC(=O)c1cccc(C(=O)N2CCC3(CC2)NC(=O)N(Cc2cc(C)ccc2C)C3=O)c1 | -1 | 28
O=C(CCc1nc2ccccc2[nH]1)NCc1nnc2n1CCCC2 | 1 | -5
COc1ccc(-c2nc3c(c(=O)[nH]2)CCN(C(=O)Nc2ccccc2Cl)C3)cc1 | 6 | -5
CCOC(=O)c1oc2cc(OCC(=O)OC(C)(C)C)ccc2c(=O)c1-c1ccc(OC)cc1 | -2 | 2
CC(=O)NCc1csc(C2CCCN(S(=O)(=O)C(C)C)C2)n1 (stereo not given) | -5 | -2
O=C(c1noc2c1CCCC2)N1CCN(c2cccc(C(F)(F)F)c2)CC1 | -5 | -15
COc1ccc(-c2cn3c(n2)N(C(=O)Cc2cccs2)CCC3)cc1 | -1 | 34
CCOc1ccc(NC(=O)c2cc(S(=O)(=O)NCc3ccc(F)cc3)ccc2F)cc1 | -2 | -1
COc1ccc(-n2c(C)ccc2C)c(N)c1 | -2 | 54*
Cc1cc(C)c(S(=O)(=O)N2CCN(S(=O)(=O)c3cc(C)c(C)cc3C)C(C)C2)cc1C (stereo not given) | -1 | -5
Cc1ccnc(NC(=O)c2cccc(-c3nc(-c4ccc(F)cc4)no3)c2)c1 | 2 | -4
COc1cccc(NC(=O)C2CC(=O)N(c3ccc4c(c3)CCN4C(=O)C3CC3)C2)c1 (stereo not given) | -6 | 19
CC(C)(C)OC(=O)NC1(C(=O)O)CCN(C(=O)OC(C)(C)C)CC1 | · | 4
O=C(CSc1nc2ccccc2[nH]1)N1CCN(c2ccccc2)CC1 | -5 | 14
CC(=O)Nc1ccc(-c2noc(C3CCCN(C(=O)c4cc(C)cc(C)c4)C3)n2)cc1 (stereo not given) | -2 | 5
CC(=O)N1c2c(cc(Br)cc2S(=O)(=O)Nc2ccc(C)cc2)CC1C (stereo not given) | -5 | 6
COc1ccc2oc(=O)c(C(=O)NCC3CCCO3)cc2c1 (stereo not given) | -7 | 0
CCn1c(N2CCCC(C(=O)Nc3ccc(C(C)C)cc3)C2)cc(=O)n(C)c1=O (stereo not given) | -10 | 11
CCCOc1ccc(C(N)CC(=O)O)cc1 (stereo not given) | -8 | -3
O=C(c1ccccc1-c1ocnc1C(=O)N1CCCCC1)N1CCCCCC1 | -5 | -1
COc1cc(Br)c(/C=C2/C(=O)N(c3ccc(Cl)c(Cl)c3)N=C2C)cc1OC | 0 | -1
COc1ccc(-c2nc(N)sc2C)cc1OC | -8 | 6
O=C(NC1CCCC1)c1ccc(-c2ccc(F)cc2)s1 | -2 | 6
CC(C)CC1(C(=O)O)NC(c2cccs2)C2C(=O)N(c3ccccc3Cl)C(=O)C21 (stereo not given) | 4 | 5
Cc1cc(NC(=O)C2CCc3nc(N4CCOCC4)ncc3C2)ccc1Cl (stereo not given) | -8 | 1
Cn1nc(C(=O)NCc2ccccc2)c2c1CCN(C(=O)c1ccccc1Cl)C2 | -10 | 34
NC(=O)c1ccc(NC(=O)c2ccccc2)cc1 | -5 | 5
COCCNC(=O)Cn1cc(-c2ccc(F)cc2)oc1=O | -2 | 4
O=C(Nc1ccc(Cc2ccncc2)cc1)C1CCC(N2C(=O)c3ccccc3C2=O)CC1 (stereo not given) | -9 | 1
CC(C)(C)c1cc(C(=O)NN=Cc2ccc([N+](=O)[O-])s2)n[nH]1 | -5 | ·
COc1ccc(OC)c(NC(=O)c2ccoc2C)c1 | 5 | 10
O=C1CCC(=O)N1c1ccc(S(=O)(=O)Oc2cc(Cl)cc(Cl)c2)cc1 | -17 | ·
CC(NS(=O)(=O)c1ccc(Cl)cc1)C(=O)O (stereo not given) | -2 | -4
Cc1cc(NS(=O)(=O)c2ccc(NC(=O)CCN3C(=O)c4ccccc4C3=O)cc2)nc(C)n1 | -9 | 8
COc1ccc(Cl)cc1C(=O)NC1(c2nc(C)no2)CCCCC1 | -3 | 0

# Quoted at random: 4 records from the list.
canonical_smiles | Pf apPOL block | mHTT-CaM PPI inh
Cc1cc(NS(=O)(=O)c2ccc(NC(=O)CCN3C(=O)c4ccccc4C3=O)cc2)nc(C)n1 | -9 | 8
O=C1CCC(=O)N1c1ccc(S(=O)(=O)Oc2cc(Cl)cc(Cl)c2)cc1 | -17 | ·
CC(NS(=O)(=O)c1ccc(Cl)cc1)C(=O)O (stereo not given) | -2 | -4
CC(C)CC1(C(=O)O)NC(c2cccs2)C2C(=O)N(c3ccccc3Cl)C(=O)C21 (stereo not given) | 4 | 5

# (cont.)
canonical_smiles | Pf apPOL block | mHTT-CaM PPI inh
O=C(c1ccccc1Br)N1CCC(Cn2ccnc2)CC1 | 0 | -15
CC(NS(=O)(=O)c1ccc(C(C)(C)C)cc1)C1C2CC3CC(C2)CC1C3 (stereo not given) | -1 | -10
CC(C)c1ccc(NC(=O)C(c2ccc3c(c2)OCO3)N2CCOCC2)cc1 (stereo not given) | -6 | 16
CCC(=O)NCc1csc(C2CCCN(C(=O)c3ccccc3F)C2)n1 (stereo not given) | -4 | -3
CCOC(=O)c1cnn(-c2ccccc2)c1NC(=O)CSc1nc2ccccc2s1 | -11 | ·
Cc1cc(C)cc(NC(=O)c2cc(S(=O)(=O)N3CC(C)CC(C)C3)ccc2F)c1 (stereo not given) | 8 | -1
CCC1CN2C=NC(N3CCN(C(=O)c4ccncc4)CC3)=CC2=N1 (stereo not given) | -3 | -3
O=[N+]([O-])c1ccccc1C=Nc1cccc(N=Cc2ccccc2[N+](=O)[O-])c1 | 3 | 28
COc1ccc2oc(-c3csc(NC(=O)c4cc(C)on4)n3)cc2c1 | -3 | -8
COc1ccc2oc(=Nc3ccccc3)c(C(=O)NC(C)=O)cc2c1 | -1 | 7
CCSc1ncccc1C(=O)NOc1ccc([N+](=O)[O-])cc1[N+](=O)[O-] | 0 | ·
CC(C)Oc1cncc(C(=O)N2CCCC2)c1 | -1 | -9
CCOc1cc(CN2CCN(c3cccc(C)c3C)CC2)ccc1O | -14 | 14
Cc1ccc(CC(=O)N2CCCC(COc3cccc(C(=O)NC4CC4)c3)C2)cc1 (stereo not given) | -3 | 5
CCCNc1cc(N2CCC(CCC(=O)NCC)CC2)ncn1 | -5 | -2
O=[N+]([O-])c1cccc(Cl)c1N1CCOCC1 | -3 | 0

# Screens deposited in PubChem BioAssay by University of Kansas High Throughput Screening Laboratory.
